From PubChem BioAssay
STAT3 blocker – IL-6 driven STAT3 reporter inhibitors, primary screen, U3A cells, luciferase, luminescence, MLSCN library; IL-6 STAT3-luciferase reporter; host cell line lacks STAT1; inhibition, % at 5.5 µM; actives 0.89% (n = 190,000); AID 862, 2007;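 active = inhibition above the mean inhibition across all screened compounds plus 3 SD, cut at about 44% in these data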;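 also: 0% = DMSO only wells and 100% = 100 µM nifuroxazide control wells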
APP 5UTR inh – inhibitors of APP translation via 5'UTR reporter, primary screen, APP 5'UTR luciferase, SH-SY5Y cells; AID 1285, 2008; inhibition, % at 2 µM; SH-SY5Y APP 5'UTR-luciferase reporter, luminescence; actives 0.82% (n = 190,000);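 active = inhibition above a set limit, derived from the sample mean plus 3 SD, cut at about 45% in these data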; also: values of inactives mirror those of a sister screen read the other way
STAT1 blocker – STAT1 signaling inhibitors, primary screen, cell-based, HTS, luciferase reporter; NIH 3T3 STAT1-luciferase reporter, IFN-gamma, luminescence; inhibition, % at 5.5 µM; actives 0.35% (n = 200,000);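 active = inhibition above a set limit, the mean inhibition across all tested compounds plus 3 SD, cut at about 34% in these data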;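 also: 0% = IFN-gamma with DMSO and 100% = IFN-gamma with 300 µM nifuroxazide; values of inactives mirror those of a sister screen read the other way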
APP 5'UTR act – activators of APP 5'UTR luciferase reporter, primary screen, SH-SY5Y cells; SH-SY5Y APP 5'UTR luciferase reporter, luminescence; zero percent = DMSO vehicle wells; activation, % at 2 µM; actives 1% (n = 190,000); AID 1276, 2008;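 active = activation above a set limit, based on mean plus 3 SD of controls, cut at about 140% in these data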; also: values of inactives mirror those of a sister screen read the other way
FLuc inhib CS – firefly luciferase enzyme inhibitors, primary screen, artefact control for luciferase-based inhibitor screens, biochemical, luminescence, ATPLite; Luciferin 4-monooxygenase (Photinus pyralis), P08659; 10 min; inhibition, % at 10 µM; actives 1.5% (n = 200,000);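 active = inhibition above about 50% when tested at 10 µM, limit read from the data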
Target sequence (P08659 whole entry, looked up): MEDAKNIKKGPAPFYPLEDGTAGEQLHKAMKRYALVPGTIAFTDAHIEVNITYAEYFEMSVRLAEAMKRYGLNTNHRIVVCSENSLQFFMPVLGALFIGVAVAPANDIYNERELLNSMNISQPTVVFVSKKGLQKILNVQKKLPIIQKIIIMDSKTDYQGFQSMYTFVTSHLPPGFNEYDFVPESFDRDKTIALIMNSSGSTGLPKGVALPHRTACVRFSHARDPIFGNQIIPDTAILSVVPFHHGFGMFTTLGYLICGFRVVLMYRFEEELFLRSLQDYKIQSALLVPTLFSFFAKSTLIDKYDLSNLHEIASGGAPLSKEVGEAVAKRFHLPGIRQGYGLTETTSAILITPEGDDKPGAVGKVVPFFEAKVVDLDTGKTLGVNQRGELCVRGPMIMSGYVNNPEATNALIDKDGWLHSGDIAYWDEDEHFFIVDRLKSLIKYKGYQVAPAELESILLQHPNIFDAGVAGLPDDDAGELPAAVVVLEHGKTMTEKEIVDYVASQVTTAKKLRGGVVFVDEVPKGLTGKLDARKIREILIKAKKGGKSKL
STAT3 act – IL-6 driven STAT3 reporter potentiators, primary screen, U3A cells, luciferase, luminescence, MLSCN library. activation (% of control), % at 5.6 µM. actives 0.91% (n = 190,000). IL-6 STAT3-luciferase reporter; 100% = signal with IL-6 EC80 alone;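 active = activation above the screen-wide mean of compound activation plus 3 SD, cut at about 130% in these data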;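 also: 0% = background luminescence of wells with medium and substrate only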
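Test system: STAT3-luciferase reporter U3A cells; Detection: reporter luminescence signal; Times: 1 h compound pre-exposure, 6 h IL-6 stimulation, 37 °C; Benchmarks: IL-6-only high control; Also added: IL-6 stimulus at 33 ng/mL final.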
Hsp70 act – Hsp70 transcriptional activators, primary screen, cell-based, HeLa, Hsp70 promoter luciferase, luminescence, 10 µM; actives 0.04% (n = 200,000); HeLa Hsp70 promoter luciferase reporter; scaled: vehicle 0, proteasome-inhibitor control 100%; activation, % at 10 µM; AID 1203, 2008;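 active = activation above the mean across all tested compounds plus 3 SD, cutoff set per campaign, cut at about 5.5% in these data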;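 also: 100% = MG132 at 30 µM as the positive control and 0% = DMSO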
NF-kB expr up – activators of NF-kB expression in neurons, primary screen, cell-based, HTS | human neuronal cells, NF-kB reporter expression; hits give high values | actives 1.6% (n = 190,000) | AID 1239, 2008 | fold change at 12.5 µM; in the data active = fold change above about 3.3
STAT1 activator – STAT1 signaling activators, primary screen, cell-based, HTS, luciferase reporter; activation (% of control), % at 5.5 µM; actives 2.6% (n = 200,000); NIH 3T3 STAT1-luciferase reporter, IFN-gamma, luminescence; 100% = IFN-gamma alone, no compound;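 active = activation above the screen-wide mean activation plus 3 SD, cut at about 130% in these data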;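 also: raw ratio to IFN-gamma control signal so 100% means no change and 0% no light; values of inactives mirror those of a sister screen read the other way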
RAM inhibit – inhibitors of the yeast RAM network, primary screen, dse1pr::URA3 reporter, 5-FOA selection. actives 1.8% (n = 190,000). S. cerevisiae dse1pr::URA3 reporter, 5-FOA growth OD615, 2 d; analog-sensitive cbk1-as2 kinase mutant strain. AID 868, 2007. inhibition, % at 50 µM;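 active = inhibition above a set limit, 3 SD over mean compound inhibition, cut at about 8.4% in these data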;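 also: 0% = DMSO-only wells with no growth and 100% = 10 µM 1-NA-PP1 full growth; inhibition rescues growth on 5-FOA so higher OD means more RAM inhibition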
Active calls of the source: *; . = no result given; & = joins results of further samples.

SMILES	STAT3 blocker	APP 5UTR inh	STAT1 blocker	APP 5'UTR act	FLuc inhib CS	STAT3 act	Hsp70 act	NF-kB expr up	STAT1 activator	RAM inhibit
CCCOc1ccc(C(=O)Nc2ccccc2[N+](=O)[O-])cc1	26	-114	-44	114	.	84	0.3	.	140*	.
N#C/C(=C(/O)CN1CCCCC1)c1nc(-c2ccc(Cl)cc2)cs1	4	-37	-32	37	0	105	0.1	1.6	127	2.4
Cn1ccc(-c2ccccc2)c(C#N)c1=O	17	-13	-7	13	-1	94	-0.3	1.2	105	1.5
Cc1nc2ccc(NC(=O)c3cccc(S(=O)(=O)N4CC(C)OC(C)C4)c3)cc2s1 (stereo unspecified)	6	-3	7	3	-5	95	-0.3	0.64	94	-0.3
NC(=O)Cc1nc(-c2ccccc2)cs1	6	6	7	-6	3	97	-0.4	1.3	93	-0.2
O=C1C2CC=C(Cl)CC2C(=O)N1CC1Cc2ccccc2CO1 (stereo unspecified)	18	-3	-3	3	-3	91	0.2	1.1	103	-1.0
O=C(NCCCNC(=O)C(F)(F)C(F)F)C(F)(F)C(F)F	8	11	2	-11	-2	98	-0.3	1	98	0.2
CCOC(=O)c1sc(NC(=O)CN(CC(C)C)CC(C)C)c(C(=O)OCC)c1C	-14	1	-8	-1	-6	112	-0.5	1.6	108	7.6
Cc1cccc(N2C(=O)CN(Cc3cccs3)C2=S)c1	14	1	2	-1	-8	90	-0.5	1.1	96	1.2
CC(=O)c1cc(-c2nc3ccccc3n2C)n(C)c1	8	20	5	-19	-1	95	-0.6	1.4	95	1.5
Cc1cccc(NC(=O)C(=O)NCC2CCCO2)c1 (stereo unspecified)	0	-54	-41	54	10	104	0.6	1.8	136*	1.3
Cc1cc(-c2ccc(C(=O)O)s2)cnc1N	-12	-27	-31	27	3	110	0.1	2.1	129*	0.7
CCOc1cc2[nH]c(=S)n(CCN3CCCCC3C)c(=O)c2cc1OCC (stereo unspecified)	12	3	-2	-3	-1	99	0.0	0.94	102	2.2
O=C(Nc1ccccc1)C1=C[C@@H](c2ccc(Br)cc2)C[C@@H](OCc2ccc(CO)cc2)O1	.	-43	-5	43	0	.	-0.1	1.1	106	9.4*
CCN1CCN(C(=O)c2ccc(COc3ccc(Cl)cc3)o2)CC1	16	9	0	-9	-6	89	-0.2	1.7	100	2.3
O=C1c2ccccc2C(=O)N1CCSC(=S)N1CCOCC1	20	1	-28	-1	8	88	-0.2	2.1	125	0.5
O=C(Cn1cnc2ccccc21)N/N=C/c1ccccc1	3	-14	-2	14	-3	104	-0.1	1	101	1.2
C=CCOc1ccc2ccccc2c1/C=N/O	13	1	-1	-1	0	93	0.8	1.2	101	-1.1
O=S1(=O)C=C(SCCN2CCCCC2)c2ccccc21	0	-27	-8	27	-7	101	-0.1	2.5	107	0.1
CSc1ccccc1NC(=O)c1ccccn1	7	11	-24	-11	0	97	0.0	1.1	120	0.7
COc1ccc(Oc2nc(-c3ccccn3)ncc2OC)cc1	26	7	10	-7	-2	79	-0.4	1.1	91	1.1
CC1=C(C(=O)NCc2ccccc2)C(c2ccc(C)o2)n2ncnc2N1 (stereo unspecified)	7	9	-2	-9	-2	101	0.0	1.1	102	-0.7
COc1ccc(NC(=O)Nc2ccccc2F)c([N+](=O)[O-])c1	19	-21	-14	21	8	90	0.0	1.1	112	3.5
CC(C)Oc1ccc(C(CC(=O)NCCCN(C)C)c2ccc(F)cc2)cc1 (stereo unspecified)	4	-20	9	20	-5	98	-0.4	0.99	92	-0.1
Cc1ccnc2ccc(-c3nc4ccccc4o3)cc12	-58	-20	-40	20	10	153*	-0.1	1.9	136*	-0.1

(continued)
SMILES	STAT3 blocker	APP 5UTR inh	STAT1 blocker	APP 5'UTR act	FLuc inhib CS	STAT3 act	Hsp70 act	NF-kB expr up	STAT1 activator	RAM inhibit
O=C(Nc1ccc2sc3ccccc3c(=O)c2c1)c1ccccc1Cl	-6	-221	-48	221*	46	110	0.9	6.2*	144*	6.2
CC(=O)N1CCc2cc(S(=O)(=O)CCC(=O)NCc3cccs3)ccc21	1	10	1	-10	-1	102	-0.2	1.4	99	0.2
CN1CCN(S(=O)(=O)c2cccc([N+](=O)[O-])c2)CC1	14	-15	5	15	.	97	-0.5	.	96	.
Nc1[nH]n2c(=O)cc(-c3ccccc3)nc2c1N=Nc1ccc(S(N)(=O)=O)cc1	-3	-12	-6	12	24	104	0.3	0.98	104	8.1
CN(C)c1ccc(NC(=O)N2CCOCC2)cc1	-2	-114	-17	114	5	104	0.0	0.92	114	2.8
Cc1c(N=Cc2c(O)n(Cc3ccco3)c(=O)c3ccccc23)c(=O)n(-c2ccccc2)n1C	7	6	-7	-7	-6&-1	96	0.1	0.48	109	5.0
CCOCCCNC(=O)CN1C(=O)/C(=C\c2ccc(C)cc2)Sc2ccccc21	6	-15	0	15	-1	94	-0.5	1.3	100	8.0
FC(F)(F)COc1nc(N2CCCCC2)nc(N2CCNCC2)n1	-2	9	3	-9	-3	103	0.1	1.2	97	0.0
CCn1ccc(C(=O)Oc2ccc(Cl)cc2)n1	4	0	-1	0	54*	100	-0.3	1.2	101	0.5
O=C1C(c2cc(=O)c3ccccc3[nH]2)=C(O)c2ccccc21	8	-144	-102	144*	89*	95	0.1	7*	191*	1.6
CC(C)(C)OC(=O)N/N=C/c1ccc(C(=O)O)cc1	-18	2	-4	-2	10	111	0.1	1.1	104	-0.6
O=c1oc(-c2ccccc2[N+](=O)[O-])nc2ccccc12	4	4	2	-4	-7	105	-0.2	1.5	102	2.9
Cc1ccc(Nc2nnns2)cc1	11	-5	6	5	-2	94	-0.1	1.1	94	5.6
O=C(Nc1ccccc1C(F)(F)F)c1ccccc1Br	1	-17	-8	17	-5	101	-0.2	1.1	106	-1.9
CNC(=S)N(Cc1cccs1)Cc1cc2cc(OC)ccc2[nH]c1=O	0	22	-12	-22	-5	103	-0.4	0.94	111	5.5
Nc1csnc1C(=O)O	-13	-4	-3	4	-6	115	-0.1	1.3	101	0.8
Nc1nc2ccccc2n1C(=O)c1ccccc1	67*	-161	28	161*	90*	45	-0.3	3.2	73	0.1
Cc1ccc(/C=N/NC(=O)CSc2nnc(-c3ccccc3)n2-c2ccc(Cl)cc2)o1	-5	2	0	-2	-5	106	-0.3	1	100	-1.0
COCCNC(=S)N(CCc1c(C)[nH]c2ccc(F)cc12)Cc1cccs1	1	-7	-1	7	-1	101	-0.4	0.61	100	12*
O=C(C1CC1)N1CCN(c2ccnc3cc(Cl)ccc23)CC1	23	2	22	-2	-3	83	0.0	0.6	79	0.9
CN(CCO)c1cnccn1	8	-82	-9	82	-3	97	0.4	1.5	108	3.8
CCC(=O)N1c2ccccc2NC2=C(C(=O)CCC2)C1c1ccc(N(C)C)cc1 (stereo unspecified)	-5	0	-11	0	-4	108	0.4	0.81	110	1.2
CC(=O)Cc1nsc(Nc2cccc(C)c2)n1	4	1	-12	-1	-2	101	0.0	1.1	111	1.4
CCCOC(=O)c1c(NC(=O)CSc2nc(-c3ccco3)cc(C(F)(F)F)n2)sc(C(=O)OC)c1C	9	.	-2	.	4	98	0.1	1.1	102	8.8*
COc1ccc(N(CC(=O)NCc2ccc3c(c2)OCO3)C(=O)CCC(=O)Nc2ccccn2)cc1	3	-13	-2	13	-5	101	-0.1	0.99	101	4.2

2 of the compounds above, field by field.
CC(C)(C)OC(=O)N/N=C/c1ccc(C(=O)O)cc1
  STAT3 blocker: -18	APP 5UTR inh: 2	STAT1 blocker: -4	APP 5'UTR act: -2	FLuc inhib CS: 10	STAT3 act: 111	Hsp70 act: 0.1	NF-kB expr up: 1.1	STAT1 activator: 104	RAM inhibit: -0.6

FC(F)(F)COc1nc(N2CCCCC2)nc(N2CCNCC2)n1
  STAT3 blocker: -2	APP 5UTR inh: 9	STAT1 blocker: 3	APP 5'UTR act: -9	FLuc inhib CS: -3	STAT3 act: 103	Hsp70 act: 0.1	NF-kB expr up: 1.2	STAT1 activator: 97	RAM inhibit: 0.0

More compounds
SMILES	STAT3 blocker	APP 5UTR inh	STAT1 blocker	APP 5'UTR act	FLuc inhib CS	STAT3 act	Hsp70 act	NF-kB expr up	STAT1 activator	RAM inhibit
N#Cc1cc([N+](=O)[O-])ccc1NCCN1CCOCC1	7	1	6	-1	-8	99	0.1	0.95	93	1.1
CN(C)CC(=O)c1c[nH]c2ccccc12	-17	11	-2	-11	-5	118	-0.1	0.87	102	-0.7
CCC(CC)C(=O)c1c[nH]c(C(=O)NCCc2ccccn2)c1	-8	5	-6	-5	-9	113	-0.1	1.2	105	1.3
COCCNC(=O)CSc1nc2ccccc2c(=O)n1-c1cccc(OC)c1	3	1	4	-1	-6	103	-0.5	1.3	97	-0.1
O=C(CSc1nc2ncccc2[nH]1)c1cccc([N+](=O)[O-])c1	12	2	-3	-2	6	91	-0.2	0.84	103	1.0
CCOCCCNC(=O)C1CCC(=O)N1CCc1ccccc1 (stereo unspecified)	-7	10	-7	-10	-3	109	-0.2	0.97	106	1.3
CC1(C)Cc2ccccc2-c2nnc(SCc3ccc(C#N)cc3)n21	34	12	3	-12	-8	76	-0.4	0.66	97	8.1
CCN(CC)S(=O)(=O)c1ccc(C(=O)OCC(=O)Nc2sc3c(c2C#N)CCCCC3)cc1	1	5	-1	-5	2	101	0.0	1.6	101	8.2

Of the compounds above, these contain fluorine.
SMILES	STAT3 blocker	APP 5UTR inh	STAT1 blocker	APP 5'UTR act	FLuc inhib CS	STAT3 act	Hsp70 act	NF-kB expr up	STAT1 activator	RAM inhibit
O=C(NCCCNC(=O)C(F)(F)C(F)F)C(F)(F)C(F)F	8	11	2	-11	-2	98	-0.3	1	98	0.2
COc1ccc(NC(=O)Nc2ccccc2F)c([N+](=O)[O-])c1	19	-21	-14	21	8	90	0.0	1.1	112	3.5
CC(C)Oc1ccc(C(CC(=O)NCCCN(C)C)c2ccc(F)cc2)cc1 (stereo unspecified)	4	-20	9	20	-5	98	-0.4	0.99	92	-0.1
FC(F)(F)COc1nc(N2CCCCC2)nc(N2CCNCC2)n1	-2	9	3	-9	-3	103	0.1	1.2	97	0.0
O=C(Nc1ccccc1C(F)(F)F)c1ccccc1Br	1	-17	-8	17	-5	101	-0.2	1.1	106	-1.9
COCCNC(=S)N(CCc1c(C)[nH]c2ccc(F)cc12)Cc1cccs1	1	-7	-1	7	-1	101	-0.4	0.61	100	12*
CCCOC(=O)c1c(NC(=O)CSc2nc(-c3ccco3)cc(C(F)(F)F)n2)sc(C(=O)OC)c1C	9	.	-2	.	4	98	0.1	1.1	102	8.8*

Not a hit list; 7.7% or so of the library scored in one or more.
